LMNA splice mod = LMNA splicing modulation; hit rate 0.01% among 200,000; Potency, µM (highest dose often 46.1 µM), for the others: at the highest dose ratio change, negative = inhibition, most hits filed as inhibitors; HeLa LMNA splicing GFP/RFP minigene ratio, 48 h; active = well fitted inhibition curve with a large enough effect in the signal ratio, with a control signal flat, not every such curve was filed as active; inconclusive = small, poorly fitted or top-dose-only effect, or effect the other way, or a change in a side signal; the % refers to the signal ratio; note: potency is the fitted concentration of half-maximal effect; % is set by controls: 0 for no effect and ±100 for the full control effect
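S3 HeLa cells stably expressing lamin A-EGFP splicing minigene plus DsRed2, 600 cells/well, 48 h compound exposure at 37C. Laser-scanning cytometry; analysed as GFP (500-530 nm)/RFP (575-640 nm) total intensity ratio; 0.5% DMSO vehicle.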
GAA glycogen = alters human alpha-glucosidase cleavage of glycogen; hit rate 0.38% among 300,000; P10253; Potency, µM (series often up to 76.4 µM), for inactives: at the top dose activity change, negative = inhibition, hits mostly inhibitors; recombinant GAA, glycogen substrate, Amplex Red glucose oxidase fluorescence; AID 2100;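 note: potency is the fitted concentration of half-maximal effect; 0% = full enzyme reaction and -100% = no-enzyme basal signal; the screen sought inhibitors and activators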
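Recombinant enzyme (4 nM final) with compounds titrated up to 77 uM and bovine liver glycogen (30 ug) in citrate pH 5.0, 0.01% Tween-20, 37 C 40 min. Released glucose detected by Amplex Red/glucose oxidase (Ex 573/Em 610); AC50 from Hill fits.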
GAA spleen mod = inhibitors or activators of human alpha-glucosidase in spleen homogenate; P10253; human spleen homogenate, 4-MU-alpha-glucoside fluorescence; Potency, µM (doses to about 79.9 µM), for the others: at the highest dose activity change, negative = inhibition, actives largely listed as inhibitors; hit rate 0.006% among 240,000; AID 2112;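 note: potency is the fitted concentration of half-maximal effect; 0% = enzyme with vehicle and -100% = no enzyme basal signal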
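Compounds were titrated against alpha-glucosidase in spleen homogenate at pH 5.0, with 1 mM 4-methylumbelliferyl substrate for 40 min at 37 C. Reactions were quenched with pH 10 NaOH/glycine and fluorescence measured.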
GAA inh = inhibitors of human lysosomal alpha-glucosidase. purified human GAA, 4-MU-alpha-glucoside fluorescence. Potency, µM (top dose mostly 76.9 µM), without a hit: top-dose activity change, negative = inhibition, actives largely listed as inhibitors. hit rate 0.005% among 200,000;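 note: potency is the fitted concentration of half-maximal effect; plate controls were uninhibited enzyme wells for no effect and no-enzyme background for full effect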
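Activity normalized between no-enzyme (basal) and enzyme-only wells. Conditions: 4 nM human enzyme, 400 uM fluorogenic substrate, citrate/phosphate pH 5.0 with Tween-20, 20 min room temperature, compounds up to 77 uM.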
CBFb-RUNX1 inh = CBF-beta/RUNX1 interaction disruption; Potency, µM (doses to about 59.8 µM), inactives show at the highest dose activity, negative = inhibition, usual class: inhibitors; AlphaScreen CBFb-His/RUNX1-biotin binding, biochemical; 230,000 tested, under 10 active; AID 1477; note: % of control where 0% means no effect
Target sequence (Q01196 whole entry, looked up): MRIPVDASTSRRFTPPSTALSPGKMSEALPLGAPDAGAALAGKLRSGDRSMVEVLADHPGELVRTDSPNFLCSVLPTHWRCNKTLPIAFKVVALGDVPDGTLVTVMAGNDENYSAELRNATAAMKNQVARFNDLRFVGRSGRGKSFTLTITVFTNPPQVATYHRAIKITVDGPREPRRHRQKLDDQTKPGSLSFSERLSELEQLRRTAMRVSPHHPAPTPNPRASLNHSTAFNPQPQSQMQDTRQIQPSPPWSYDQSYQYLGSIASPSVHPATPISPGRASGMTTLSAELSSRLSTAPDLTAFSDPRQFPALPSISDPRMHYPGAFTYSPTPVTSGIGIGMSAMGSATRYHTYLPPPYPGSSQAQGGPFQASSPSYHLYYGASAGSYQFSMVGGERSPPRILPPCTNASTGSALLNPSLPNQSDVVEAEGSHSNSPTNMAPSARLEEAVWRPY
Target sequence (Q13951 whole entry, looked up): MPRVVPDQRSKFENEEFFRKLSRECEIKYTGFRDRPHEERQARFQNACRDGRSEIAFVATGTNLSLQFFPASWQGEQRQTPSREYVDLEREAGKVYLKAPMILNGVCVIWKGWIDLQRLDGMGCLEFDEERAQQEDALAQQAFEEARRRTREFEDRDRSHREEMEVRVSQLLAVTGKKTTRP
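Read-out: AlphaScreen. Format: His-CBF-beta with biotinylated RUNX1 (30 nM each) preincubated 20 min, compound 15 min, Ni-chelate plus streptavidin beads 90 min; room temperature throughout.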
HTT aggregate = reduces HttQ103-GFP aggregates in PC12 cells; PC12 HttQ103-GFP aggregates, Acumen cytometry, 40 h; Potency, µM (doses to about 46.1 µM), for inactives: top-dose activity change, negative = inhibition, actives largely listed as inhibitors; hit rate 1.1% among 220,000; AID 1688; note: potency is the fitted concentration of half-maximal effect; % is set by controls: 0 for no effect and ±100 for the full control effect; nearly all actives have a fitted effect of over 60% in size
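Ecdysone-promoter PC12 model expressing HTT exon 1 Q103 fused to GFP, induced by tebufenozide at 100 nM final. Compounds titrated; aggregates sized 1–25 µm scored on a 488 nm laser cytometer.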
HTT cytoprotect = cytoprotection in Huntington HTT-Q103 PC12 cell model; Potency, µM (doses to about 56.4 µM), without a hit: cytoprotection (ATP increase), usual class: activators; PC12 HTT-Q103 induced, cytoprotection, ATP luminescence, 40 h; hit rate 0.14% among 230,000;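 note: potency is the fitted concentration of half-maximal effect; % of control where 0% means no effect; nearly all actives have a fitted effect of over 45% in size; toxic huntingtin expression switched on by the ecdysone agonist tebufenozide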
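PC12 cells stably carrying ecdysone-inducible Htt exon 1 (Q103)–GFP were induced with 100 nM tebufenozide (final) alongside library compounds in a dose series. Cytoprotection was scored as retained ATP by ATPlite luminescence.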
The depositor's hits bear a star; ? = inconclusive; / = no result given; [ ] = remark or other dose. Unless noted, calls come from the whole dose curve; as a rule, active = well fitted curve in the direction sought with a large enough effect; inconclusive = small, poorly fitted or top-dose-only effect, or another doubt; inactive = no such curve, though single readings can be large; an effect the other way counts as inactive or inconclusive.

SMILES | LMNA splice mod | GAA glycogen | GAA spleen mod | GAA inh | CBFb-RUNX1 inh | HTT aggregate | HTT cytoprotect
CC(C)(C)Nc1oc(-c2ccccc2)nc1-c1ccccc1 | / | / | -10% | / | 10% | / | -14%
O=C(O)CCn1cc(/C=C2\NC(=S)N(c3ccccc3)C2=O)c(-c2ccc(Br)cc2)n1 | / | -19% | 4% | 0% | -11% | 18% | ?
COc1cc(C(=S)N2CCCC2)ccc1OS(=O)(=O)c1ccc(NC(C)=O)cc1 | / | 10% | 7% | 3% | -17% | 8% | -8%[10 µM]
O=c1[nH]c2ccc(Br)cc2c(-c2ccccc2)c1CN1CCOCC1 | ? | -1% | 1% | -8%[15.4 µM] | -7% | 24% | -16%
Cc1ccc(NC(=O)COC(=O)c2ccc(OCc3c(C)noc3C)cc2)cc1S(=O)(=O)N1CCOCC1 | -6% | -3% | -2% | -2% | 1% | -1% | 9%[10 µM]
CCC(C)c1ccc(NC(=O)c2cccs2)cc1 (centres undefined) | -15% | 12% | 1% | -9% | -2% | -10% | -95%[inhibitor]
O=C(CCCl)N(Cc1nc2ccccc2c(=O)[nH]1)Cc1cccs1 | ? | -11% | -7% | 8% | 9% | 10%[9.22 µM] | 31%[10 µM]
CC1=CCP(=O)(c2ccccc2)C1 (centres undefined) | 5% | 11% | 11% | 3% | -3% | -7% | 2%
CCOC(=O)c1c(C)n(C)c2cc(OCCN(CC)CC)ccc12 | -7% | -12% | -8% | ? | 4% | -14% | 10%
Cc1nn(C(C)CC(=O)O)c(C)c1Br (centres undefined) | 5% | 9% | 12% | -3% | 3% | ? | 5%
COc1cccc(NC(=O)C(Sc2nnc3ccccn23)c2ccccc2)c1 (centres undefined) | 11% | 0% | 0% | -5% | -6% | 4% | 11%[10 µM]
COc1cccc(C2=CC(c3cccc(OC)c3OC(F)F)n3nnnc3N2)c1 (centres undefined) | ? | 12% | 2% | -9% | -3% | -11% | -10%[10 µM]
COc1ccc(OC)c(NC(=O)C(Sc2ccccc2)c2ccccc2)c1 (centres undefined) | ? | -15% | -7% | -10% | 2% | -6% | -33%
Cc1ccc(S(=O)(=O)N(C)CC(=O)Nc2ccccc2)cc1 | -1% | 6% | 1% | -16% | 2% | -11% | -7%
CCn1c(C(C)NC(=O)Cc2ccccc2)nc2ccccc21 (centres undefined) | -2% | -2% | -15% | -6% | -3% | -6% | -24%
Cc1cc2c3c(c1)C(C)CC(C)(C)N3C(=O)C2=O (centres undefined) | 4%[46 µM] | 19% | -4% | ? | ? | / | /
Cc1ccc(NCc2nnc(SCC(=O)N3c4ccccc4Sc4ccccc43)o2)c(C)c1 | ? | -8% | -1% | -8% | -23% | 12% | 16%[10 µM]
CC(=O)N(C)c1ccc(NC(=O)c2cnn(C)c2)cc1 | 15% | 7% | 2% | 1% | 5% | 4% | -3%
Cc1cc(C)cc(N(C(=O)c2sc(C)nc2C)C(C(=O)NCc2ccco2)c2ccccc2)c1 (centres undefined) | -3% | 2% | 1% | 3% | 7% | -14% | 8%[10 µM]
O=c1c(Cc2c(F)cccc2Cl)c(O)ccn1C1CC1 | ? | 3% | 1% | 4% | 12% | 11% | -21%
O=S(=O)(NCc1csc(-c2cccnc2)n1)c1ccc2c(c1)OCCO2 | 5% | 3% | -5% | ? | -5% | -11% | -8%
COc1ccc2[nH]c(=O)c(CNc3ccccc3)cc2c1 | -1% | 24% | 2% | 1% | 3% | 2% | -19%
COc1cccc(N(CC(=O)Nc2cccc(C(C)=O)c2)S(C)(=O)=O)c1 | -1% | 0% | 4% | 1% | -2% | 3% | 1%
O=C(Nc1ccccc1C(=O)N1CCOCC1)C1CCCO1 (centres undefined) | 1% | -1% | -6% | -2% | 3% | -9% | -18%[0.074 µM]
CCc1c(C)sc(NC(=O)c2ccco2)c1C(=O)N1CCOCC1 | 11% | 0% | -5% | -5% | 7% | -9% | 18%
Continuation:
SMILES | LMNA splice mod | GAA glycogen | GAA spleen mod | GAA inh | CBFb-RUNX1 inh | HTT aggregate | HTT cytoprotect
C[N+]1(CCCCSc2ccc(O)cc2)CCCCC1 | ? | -24% | -2% | 4% | -7% | -1% | -9%[10 µM]
CC(C)c1ccc(O)c(NC(=O)c2cncc(Br)c2)c1 | ? | ? | 2% | -1% | 12% | -6% | 9%[10 µM]
CCOCCCNC(=O)c1c(C)[nH]c(C(=O)OCC)c1C | -12% | 1% | 2% | 3% | 7% | -7% | -13%[10 µM]
COc1ccc(CN2CCN(C(C)C)C(CCO)C2)cc1Cn1cncn1 (centres undefined) | / | 15% | 4% | 0% | 9% | -8% | -7%
O=c1c2[nH]c3ccccc3c2ncn1Cc1ccccn1 | 1% | -9% | 3% | -12%[15.4 µM] | 1% | -13% | -4%[0.074 µM]
N#Cc1cccn1-c1nccc(-c2cccs2)n1 | -3%[46 µM] | 3% | / | 4% | 11% | -23% | -19%
COc1cccc(NC(=O)CSc2nnc(-c3ccc(C)cc3)o2)c1 | 18% | 7% | 1% | -5% | -1% | -1% | -19%
COc1ccc(OC)c(C(=O)c2ccccc2)c1 | -6% | -3% | -7% | -2% | 0% | -14% | -7%[10 µM]
CCn1c(SCC(=O)Nc2sc3c(c2C#N)CCC(C(C)(C)C)C3)nnc1-c1ccco1 (centres undefined) | ? | -4% | -3% | 7% | 7% | 11% | -36%
Nc1c(S(=O)(=O)c2cccs2)c2nc3ccccc3nc2n1Cc1cccs1 | 8% | -5% | 16% | ? | 24% | -2% | -29%
C=CCNC(=O)c1ccc(-c2ccc([N+](=O)[O-])cc2)o1 | -4% | -2% | 2% | 3% | -12% | -2% | -10%[10 µM]
COc1ccc(CCC(=O)N2CCc3ccccc32)cc1 | ? | 1% | -9% | -6% | 2% | 25% | -39%[inhibitor]
CN(C(=O)Cn1nnc(-c2cccc(C(F)(F)F)c2)n1)C1CCCCC1 | 10% | 8% | -6% | -4% | 6% | -7% | 4%
Fc1ccc(COc2ccc(Cl)cc2/C=N/Nc2nc(N3CCCC3)nc(N3CCCC3)n2)cc1 | 2% | -1% | -11% | -8% | 5% | 22% | 3%
Fc1ccccc1-n1c(-c2ccc3ccccc3n2)n[nH]c1=S | 13%[46 µM] | 5% | -9% | -2% | -3% | 5% | 22%[10 µM]
C=CCn1c(SCC(=O)c2cc(C)n(C(C)COC)c2C)nc2sc(C)c(C)c2c1=O (centres undefined) | ? | -1% | 0% | ? | -19% | ? | -19%[10 µM]
CC1CCC(C(C)C)C(OCC[N+](C)(C)C)C1 (centres undefined) | -4% | -2% | -13% | -3% | 0% | 27% | 5%[10 µM]
CC(=O)Nc1ccc(S(=O)(=O)c2ccc(C)cc2)cc1 | 12%[46 µM] | 26% | -7% | -2% | -2% | 7% | -27%
OC(COc1ccccc1)CSc1ncn[nH]1 (centres undefined) | 2% | 5% | 6% | -6% | 1% | -19% | -7%
Cc1c(NC(=O)C(C)N(c2ccccc2)S(C)(=O)=O)c(=O)n(-c2ccccc2)n1C (centres undefined) | / | 8% | 0% | / | 5% | 9%[9.22 µM] | 12%[10 µM]
COc1ccc(N(C)C(=O)CCC(=O)Nc2ccc3nc(N4CCOCC4)cc(C)c3c2)c(OC)c1 | -11% | 3% | -5% | 5% | -2% | 8% | -16%
Cc1ccc(NC(=O)CSc2nc3ccccc3c(=O)n2CCCN2CCCCC2)cc1C | -12% | -6% | 3% | -12% | -2% | ? | -95%[inhibitor]
Cc1csc2c(C#N)c(=O)c3c(n12)CCC3 | 5% | -8% | -2% | 5% | 0% | -19% | 9%[10 µM]
CC(C)C(c1nnnn1C1CCCC1)N1CCCc2ccccc21 (centres undefined) | ? | -6% | -8% | -4% | -5% | -27% | 22%[10 µM]
COc1ccc(N2C(=S)NC3CS(=O)(=O)CC32)cc1 (centres undefined) | / | 0% | 5% | -10% | 15% | 18%[9.22 µM] | -7%[10 µM]

Profiles, quoted from the list. Values in the order: LMNA splice mod | GAA glycogen | GAA spleen mod | GAA inh | CBFb-RUNX1 inh | HTT aggregate | HTT cytoprotect
Profile of Cc1ccc(NC(=O)CSc2nc3ccccc3c(=O)n2CCCN2CCCCC2)cc1C → -12% | -6% | 3% | -12% | -2% | ? | -95%[inhibitor]
Profile of COc1ccc(CCC(=O)N2CCc3ccccc32)cc1 → ? | 1% | -9% | -6% | 2% | 25% | -39%[inhibitor]
Profile of CC1CCC(C(C)C)C(OCC[N+](C)(C)C)C1 (centres undefined) → -4% | -2% | -13% | -3% | 0% | 27% | 5%[10 µM]

Later entries.
SMILES | LMNA splice mod | GAA glycogen | GAA spleen mod | GAA inh | CBFb-RUNX1 inh | HTT aggregate | HTT cytoprotect
CC(C)=CCN1CCN(Cc2cnc(C)s2)CC1CCO (centres undefined) | -10%[46 µM] | 8% | -5% | ? | 18% | 7%[9.22 µM] | -27%[10 µM]
CC(=O)c1ccc(NC(=S)NCc2ccco2)cc1 | 9%[46 µM] | 12% | 1% | 12% | 0% | -13%[9.22 µM] | 4%[10 µM]
Cc1nc2cc(NC(=O)NC(C)(C)C)ccc2n1C | / | -7% | -3% | 8% | -2% | -17%[9.22 µM] | -8%[10 µM]
C[C@H]1C=C(C(=O)NCc2nc3ccccc3[nH]2)O[C@@H](OCc2ccc(CO)cc2)C1 | / | -6% | 3% | / | 8% | -32%[9.22 µM] | -8%[10 µM]
Cc1ccc(-n2c(-c3cccs3)nc3nc4ccccc4nc32)cc1 | -8% | 4% | -2% | ? | 11% | 7% | 4%[10 µM]
CCOC(=O)c1ccc(N=NN(C)C)cc1 | / | -2% | 0% | / | 5% | -2%[9.22 µM] | 8%[10 µM]
Oc1c(Br)cc(Br)cc1/C=N/N1CCN(Cc2ccccc2)CC1 | -8% | -1% | 0% | 9% | 4% | 5% | 28%[10 µM]
CN1CCN(C/C(=C2/N=C(c3ccccc3)OC2=O)N(C)C)CC1 | 2% | 15% | -6% | ? | -1% | -5% | -12%[10 µM]
CCOc1ccc(NC(=S)N2CCc3cc(OC)c(OC)cc3C2COc2ccc3c(C)cc(=O)oc3c2)cc1 (centres undefined) | -10% | 1% | -3% | ? | 4% | -5% | 12%[10 µM]
O=C(CC1NC(=O)NC1=O)Nc1ccccc1 (centres undefined) | 6% | 10% | -11% | ? | 6% | 8% | 6%

Some values from the results shown:
CC(=O)c1ccc(NC(=S)NCc2ccco2)cc1 in HTT aggregate: -13%[9.22 µM]
Cc1nc2cc(NC(=O)NC(C)(C)C)ccc2n1C in GAA glycogen: -7%

Source: PubChem
